# CHT PAM – CHT positive allosteric modulators, primary screen, cell-based, membrane potential dye, choline EC20; High affinity choline transporter 1 (Homo sapiens), Q9GZV3; CHT-expressing cells; stronger effect = higher value; LV-AA mutant CHT in HEK293 cells; B-score at 10 µM; 310,000 compounds, 0.49% hits;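 active means initial fluorescence not abnormally high and integrated response B-score, plate-corrected, over 3 SD above library mean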
# Target sequence (Q9GZV3 whole entry, looked up): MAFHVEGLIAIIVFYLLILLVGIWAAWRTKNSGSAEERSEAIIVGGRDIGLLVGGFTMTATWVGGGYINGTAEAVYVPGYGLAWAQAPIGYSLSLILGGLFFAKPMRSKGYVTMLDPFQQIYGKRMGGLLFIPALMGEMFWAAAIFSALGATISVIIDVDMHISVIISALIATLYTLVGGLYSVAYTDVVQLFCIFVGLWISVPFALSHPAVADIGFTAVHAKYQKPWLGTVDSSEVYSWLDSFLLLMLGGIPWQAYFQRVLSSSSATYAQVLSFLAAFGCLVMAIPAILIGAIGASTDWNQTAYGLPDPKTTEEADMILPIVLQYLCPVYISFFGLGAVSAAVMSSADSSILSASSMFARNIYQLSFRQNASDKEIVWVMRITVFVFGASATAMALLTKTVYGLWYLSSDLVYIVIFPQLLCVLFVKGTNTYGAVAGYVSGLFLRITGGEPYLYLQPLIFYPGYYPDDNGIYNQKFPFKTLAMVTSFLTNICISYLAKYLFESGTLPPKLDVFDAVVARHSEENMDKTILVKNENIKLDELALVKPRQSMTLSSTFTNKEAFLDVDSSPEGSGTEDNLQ
# OX1R antag – OX1R (HCRTR1) antagonists, primary screen, fluorescence, CHO/OX1R cells, Fluo-8 calcium, orexin A; Orexin/Hypocretin receptor type 1 (Homo sapiens), O43613; Fluo-8 calcium fluorescence; inhibition, % at 5 µM; 330,000 compounds, 0.43% hits; AID 434989, 2010;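 active means inhibition above its plate's threshold, mean inhibition of all tested compounds on the plate plus 3 SD, cut at about 37% in these data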;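 further: 0% = orexin A challenge wells and 100% = SB-334867-A antagonist wells; not every result past the cut was called active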
# Target sequence (O43613 whole entry, looked up): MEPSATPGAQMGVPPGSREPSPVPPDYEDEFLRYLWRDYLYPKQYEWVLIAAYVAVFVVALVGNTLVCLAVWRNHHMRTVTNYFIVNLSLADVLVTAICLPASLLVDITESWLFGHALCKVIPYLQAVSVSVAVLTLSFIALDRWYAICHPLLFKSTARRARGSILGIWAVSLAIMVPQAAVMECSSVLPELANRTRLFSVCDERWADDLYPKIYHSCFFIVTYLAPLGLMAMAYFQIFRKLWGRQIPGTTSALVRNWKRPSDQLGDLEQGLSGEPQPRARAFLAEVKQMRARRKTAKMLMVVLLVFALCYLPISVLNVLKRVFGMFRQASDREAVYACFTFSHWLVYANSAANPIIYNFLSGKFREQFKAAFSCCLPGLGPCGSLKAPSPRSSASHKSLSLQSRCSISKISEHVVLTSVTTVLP
# * marks the source's active call; other numbers are inactive results; i = inactive; . = no result given.
# The opening six entries, to show the layout:
# Each structure is followed by: CHT PAM | OX1R antag
N#CC1=C(N)OC2=C(C(=O)CCC2)C1c1ccccc1 (configuration not stated)
    i | -12
N#CCSc1nc2ccccc2c(=O)n1CCCC(=O)NCc1ccco1
    i | -18
Cc1cc(C)n(Cc2ccc(C(=O)N/N=C/c3ccc(-c4ccc([N+](=O)[O-])cc4)o3)o2)n1
    i | -10
Cc1[nH]c2c(Cl)cccc2c1CCNC(=O)C1CCCCC1C(=O)OCC(F)(F)F (configuration not stated)
    i | -8
C/C(=N\NC(=O)c1ccc(CN2CCc3ccccc3C2)cc1)c1ccccc1O
    i | -26
COC(=O)[C@]1(C)N[C@H](c2ccc(-c3ccc(Cl)c(Cl)c3)c(OC)c2)[C@@H]2C(=O)N(C)C(=O)[C@@H]21
    i | -22

# All compounds of this part (from the top)
# Each structure is followed by: CHT PAM | OX1R antag
N#CC1=C(N)OC2=C(C(=O)CCC2)C1c1ccccc1 (configuration not stated)
    i | -12
N#CCSc1nc2ccccc2c(=O)n1CCCC(=O)NCc1ccco1
    i | -18
Cc1cc(C)n(Cc2ccc(C(=O)N/N=C/c3ccc(-c4ccc([N+](=O)[O-])cc4)o3)o2)n1
    i | -10
Cc1[nH]c2c(Cl)cccc2c1CCNC(=O)C1CCCCC1C(=O)OCC(F)(F)F (configuration not stated)
    i | -8
C/C(=N\NC(=O)c1ccc(CN2CCc3ccccc3C2)cc1)c1ccccc1O
    i | -26
COC(=O)[C@]1(C)N[C@H](c2ccc(-c3ccc(Cl)c(Cl)c3)c(OC)c2)[C@@H]2C(=O)N(C)C(=O)[C@@H]21
    i | -22
CC(C)NC(=O)C(=O)NNC(=O)C12CC3CC(CC(C3)C1)C2
    i | 9
COc1cc(OC)c(OC)cc1/C=C1\CC(C)C/C(=C\c2cc(OC)c(OC)cc2OC)C1=O (configuration not stated)
    i | -3
CCOC(=O)N1CCN(C(=S)NC(=O)c2cccc(OC)c2)CC1
    . | 5
Cc1ccc(-n2nc(C)c(/C=N/NC(=O)c3cccs3)c2Cl)cc1
    i | -23
N#C/C(=C\c1ccc(-c2ccccc2[N+](=O)[O-])o1)C(=O)N1CCOCC1
    i | -16
C=CCn1c2ccccc2c2nnc(SCC(=O)Nc3cc(C)on3)nc21
    i | -45
N#Cc1cnn(-c2ncnc3sc(-c4ccccc4)cc23)c1N
    i | 1
CS(=O)(=O)c1ccccc1-c1nnc(NC(=O)c2ccco2)o1
    i | -5
C=C(C)CNC(=S)Nc1sc2c(c1C(=O)OCC)CC(C)(C)OC2
    i | -10
CCN(CC)c1ccc(C=Nc2ccccc2C)c(O)c1
    i | -4
CC1(C)CC(=O)C(C(C2=C(O)CC(C)(C)CC2=O)c2ccc(O)c([N+](=O)[O-])c2)=C(O)C1
    i | -12
COc1ccccc1N1CCN(c2ccc([N+](=O)[O-])nc2)CC1
    i | -17
CCSc1ccc2c(c1)N(CCCN1CCN(C)CC1)c1ccccc1S2
    i | -19
O=[N+]([O-])c1ccc(Sc2ccccc2Cl)nc1
    i | -3
CC(C)NC(=O)CCS(=O)(=O)c1ccc(Br)s1
    i | -3
O=C1OC(/C=C/c2ccccc2)=NC/1=C/C=C/c1ccccc1
    i | -13
Fc1ccc(OCc2nc(-c3cccs3)no2)cc1
    i | -20
Cc1ccc(-n2nnnc2SC(C)C(=O)Nc2ccc(Cl)cn2)cc1 (configuration not stated)
    i | -18
COc1ccccc1CCc1nnc(CCC(=O)NCCCOc2cccnc2)o1
    i | 0
CCCS(=O)(=O)N1CCCC(C(=O)N2CCN(c3ccccc3)CC2)C1 (configuration not stated)
    i | -26
N#Cc1ccsc1NC(=O)c1ccc(Cl)c([N+](=O)[O-])c1
    i | 25
O=C(NCCOc1ccc(F)cc1)C1CCC(=O)N(CCc2ccccn2)C1 (configuration not stated)
    i | -16
CCOc1ccc(NS(=O)(=O)c2ccc(-c3cnc(C4CC4)o3)cc2)cc1
    i | -14
Cc1nc2ccccn2c1C(=O)N=Nc1c(O)[nH]c2ccccc12
    i | -9
O=C1CCC(C(=O)OCC(=O)Nc2cc(Cl)ccc2F)=NN1
    . | -11
COc1ccc(S(=O)(=O)Nc2cccc3c2O[C@@H](CN(C)Cc2ccc(C(=O)O)cc2)[C@@H](C)CN([C@H](C)CO)C3=O)cc1
    . | -5
Cc1cc(NCc2ccccc2)nc(-c2ccccc2O)n1
    i | -20
COC(=O)c1ccc(COc2ccc(C3C4=C(CCCC4=O)Nc4onc(C)c43)cc2)cc1 (configuration not stated)
    i | 9
Cc1ccc(NC2=C(Cl)C(=O)OC2OC(=O)c2ccco2)cc1 (configuration not stated)
    i | 6
O=C(CN1CCN(S(=O)(=O)c2ccccc2F)CC1)N1CCc2ccccc2C1
    . | -6
O=C(c1ccco1)N1CCN(c2ncccn2)CC1
    i | 23
O=C(NCC(=O)N1CCN(C(=O)c2ccccc2)CC1)c1ccccc1
    . | 3
Cc1cccnc1NC(=O)C(C)Oc1ccccc1 (configuration not stated)
    i | -5
CCN(CC(=O)Nc1ccc(S(N)(=O)=O)cc1)S(=O)(=O)c1cc(C)ccc1OC
    i | -14

# (list continues)
structure	CHT PAM	OX1R antag
COc1c(F)c(F)c(C(=O)Nc2ccc(NC(=O)c3ccco3)cc2)c(F)c1F	i	-18
CC#CC(=O)NC1CCCN(C2Cc3ccccc3C2)C1 (configuration not stated)	i	-21
CCOCCCNc1nc(C(F)(F)F)nc2c1nnn2Cc1ccccc1Cl	i	-37
Cc1cc(=O)[nH]c(SCc2cccc(Br)c2)n1	i	-7
CCOC(=O)[C@H]1[C@H]2COc3ccc(OC)cc3[C@H]2N2C(=O)CNC(=O)[C@@]12C	.	-19
CCc1ccc(C2=NN(c3ccc(S(N)(=O)=O)cc3)C(c3ccc(F)cc3)C2)cc1 (configuration not stated)	i	-1
Cc1ccc(S(=O)(=O)CCN2CCC(O)(c3ccccc3)CC2)cc1	i	-26
CCOc1ccc(S(=O)(=O)NNC(=O)c2cc3ccccc3o2)cc1	i	-23
Cn1c(Cn2nnc(-c3ccccc3)n2)nnc1SCc1ccccc1Cl	i	-17
Cc1cc(=O)n(CC(=O)O)c2ccccc12	i	-2
Cc1ccc(-n2c(=O)c3sccc3n(CC(=O)NC3CCCCC3)c2=O)cc1	i	-8
CCCC/C(C)=N/NC(=O)CN(c1ccc(Br)cc1)S(=O)(=O)c1ccccc1	i	-35
O=C(CN1CCCCCC1)NCCc1ccc(F)cc1	i	3
CCc1ccc(C(=O)NNC(=O)CCC2CCCCC2)cc1	i	-8
COc1ccc(C(=O)Nc2ccncc2)cc1[N+](=O)[O-]	i	.
CCOc1ccccc1C(=O)NCC(=O)NCCc1ccc(S(N)(=O)=O)cc1	i	-29
Cc1nn(CC(=O)NCc2ccccc2F)c(C)c1[N+](=O)[O-]	i	12
CCOc1ccc(NC(=S)NC(=O)c2c(Br)cnn2C)c([N+](=O)[O-])c1	i	-17
C[C@H]1CC[C@H]2C(=O)N3[C@H](c4cccc(N5CCCC5=O)c4)[C@@H](C)CC[C@H]3C(=O)N2[C@@H]1c1cccc(N2CCCC2=O)c1	i	-40
CCN(Cc1ccccc1)S(=O)(=O)c1cc(C(=O)NC2CCCCCC2)ccc1OC	i	-12
CCCCCOC(=O)C1[C@H]2C(=O)N(c3ccccc3CC)C[C@]23C=C[C@H]1O3 (some centres not stated)	i	-26
CCn1cc(CCC(=O)NCc2cccc(OC)c2OC)c2ccccc21	i	-25
Cc1ccc(-c2cc(-c3ccccc3O)nc(N/N=C/c3cccnc3)n2)cc1	i	-32
N#Cc1c(N2CCCCC2)nc(N)c2c(N)nc(SCC(=O)O)cc12	i	3
Cc1ccc2nc(NC(=O)COC(=O)c3ccco3)sc2c1	i	-9
CC[C@]1(C(=O)OC)[C@H]2C(=O)N(Cc3ccccc3)C(=O)[C@H]2[C@H]2CN=C(SCC(=O)c3ccccc3)N21	.	2
O=C(NCc1cccs1)C1CCCN1C(=O)Nc1ccc(Cl)cc1 (configuration not stated)	i	-4
CNc1oc(-c2ccccc2Cl)nc1C#N	i	-3
O=C(NCC1CC1)[C@]1(C(F)(F)F)C[C@H](CCC2CCCCC2)CCCO1	i	-27
CCCCCC#CCC#CCC#CCC#CCCCC(=O)O	i	0
COc1ccnc(NCc2cccc(C(F)(F)F)c2)c1C#N	i	-24
O=C(Nc1ccccc1Cl)c1ccc2nc(N3CCOCC3)sc2c1	i	-15
Cc1cc(OCC(=O)Nc2nccs2)c2c(C)cc(=O)oc2c1	i	15
O=C(NNC(=O)c1ccc(Cl)cc1Cl)c1csc(-c2cccnc2)n1	i	-3
CCC(C)Nc1nc(N)c([N+](=O)[O-])c(Nc2ccccc2OC)n1 (configuration not stated)	i	-29
Cc1c(/C=N/Nc2ccc([N+](=O)[O-])cn2)c2ccccc2n1Cc1ccccc1	i	-17
Cc1cccc(C2=NN(c3ccccc3)[C@@H](C(=O)N3CCOC3=O)[C@@H]2c2ccc([N+](=O)[O-])cc2)c1	.	-5
CCN(CC)S(=O)(=O)c1ccc(Cl)c(C(=O)Oc2cccnc2)c1	i	-15
COc1ccc(C2CC(c3ccc(OC)cc3)n3nc(NC(=O)c4ccco4)nc3N2)cc1 (configuration not stated)	i	-14
Cc1cccc(Cn2c(SCCO)nc3c2c(=O)n(C)c(=O)n3C)c1	i	-19
O=C1NC(=O)C(CC(=O)N(Cc2ccco2)C2(C(=O)NC3CCCCC3)CCCCC2)N1 (configuration not stated)	i	2
O=C(NCC(c1cccnc1)N1CCN(c2ccc(F)cc2)CC1)c1ccc2c(c1)OCO2 (configuration not stated)	i	-22
O=C(C1CC1)N1CCN=C1SCc1ccc(Cl)cc1	i	-8
CCOc1ccc(NC(=O)c2ccc3snnc3c2)cc1	i	-6
CC(C)OCCCNC(=O)CCN1C(=O)COc2ccccc21	i	-1
CC(C)(C)C1CCC(C(=O)NNC(=O)c2ccncc2)CC1 (configuration not stated)	i	-7
CCCCNS(=O)(=O)c1ccc(OC)c(Cl)c1Cl	i	-10
Cc1cc(C)n2nc(SCC(=O)Nc3ccccc3)nc2n1	i	-11
Cn1nc(CC(=O)NC2CCCCCCCCCCC2)c2ccccc2c1=O	i	-9
CCNc1nc(N2CCCC2)nc(N2CCCC2)n1	i	-22
FC(F)(F)c1cnc2c(c1)Nc1ccccc1S2	i	-24
O=C(c1cccs1)N(c1ccc(Cl)cc1)C1C=CS(=O)(=O)C1 (configuration not stated)	i	-16
CCOc1ccccc1CNC(=O)CCc1cn(CC)c2ccccc12	i	-14
Cc1ccc(N/N=C2\CS(=O)(=O)N(C)c3ccsc32)cc1	i	-26
CC(O)c1cccc(NC(=O)CCCc2ccccc2)c1 (configuration not stated)	i	-13
COC(=O)c1ccc(COc2ccc(-c3nn[nH]n3)cc2)cc1	i	17
COC(=O)c1ccccc1Oc1ccc(NC(=O)c2ccco2)cc1	i	-9
COc1cccc(NC(=O)CN(C)C(=O)c2csc3c2CCCC3)c1	.	2
COc1ccc(OC)c(-n2c(-c3cccc(S(=O)(=O)N(C)C)c3)n[nH]c2=S)c1	i	-23
CCN(CC)CCn1c2c(c(SCC(=O)Nc3ccc(C)c(F)c3)nc1=O)CCCC2	i	-37

# Next part.
structure	CHT PAM	OX1R antag
O=C(CN1C(=O)NC(c2ccccc2)(c2ccccc2)C1=O)Nc1ccc(N2CCOCC2)cc1	.	-23
CCn1c(/C=C2\C(=O)Nc3ccccc32)nc2ccccc2c1=O	i	-26
COc1cc(CNc2ccc(CNc3ncn[nH]3)cc2)ccc1OCC(=O)NC(C)(C)C	i	-15
Cn1c(CCC(=O)O)nc2cc(S(=O)(=O)N3CCCCC3)ccc21	.	-13
CCCC(C)C(=O)NCc1ccc2c(c1)OCO2 (configuration not stated)	i	-1
Cc1ccc(NC(=O)COC(=O)COc2cccc3c2OC(C)(C)C3)cc1S(=O)(=O)N1CCOCC1	i	-22
COc1cccc(C(=O)COc2ccccc2-c2ccccc2)c1	i	-22
COC(=O)c1ccc(NC(=S)Nc2ccccn2)cc1	i	-8
COc1ccc(/C=N/Nc2nc(-c3cccnc3)nc3ccccc23)cc1OC	i	-22
COc1ccc(C(=O)N2CCCC(c3nc(-c4ccc(OC)c(OC)c4)no3)C2)c(OC)c1 (configuration not stated)	i	-31
C[n+]1cccc(C(=O)[O-])c1	i	-10
O=C1C=C(c2ccc(CO)cc2)C[C@@H](c2ccc3c(c2)OCO3)C1	.	0
O=C(NC(=S)NCCc1ccccc1)c1ccccc1	i	-24
COc1cc(N/N=C/c2ccc(N(C)C)cc2)ncn1	i	-3
O=C1c2ccccc2S(=O)(=O)c2cc(N3CCN(c4ccccn4)CC3)ccc21	i	-28
Nc1ccccc1C(=O)N=Nc1[nH]c(N)c2ccccc12	i	-1
Cc1cccc(NC(=O)CN2C(=O)S/C(=C\c3ccc(O)c([N+](=O)[O-])c3)C2=O)c1	i	-9
Nn1c(SCc2ccc([N+](=O)[O-])cc2)nc2ccccc2c1=O	i	-20
O=C1Nc2cc(C(=O)N3CCN(c4ccccn4)CC3)ccc2S/C1=C\c1ccccc1	i	-38
Cc1ccc(C2=NN(CC(=O)NCc3ccccn3)C(=O)CC2)cc1	i	-10
COc1ccccc1-c1c(NC(=O)C(C)C)n(C)c2ccccc2c1=O	i	0

# 2 of the compounds above, as labelled records:
C[n+]1cccc(C(=O)[O-])c1
- CHT PAM: i
- OX1R antag: -10
O=C1C=C(c2ccc(CO)cc2)C[C@@H](c2ccc3c(c2)OCO3)C1
- CHT PAM: .
- OX1R antag: 0
